Source: PubChem BioAssay
TcdB GH inh: inhibitors of Clostridioides difficile toxin B glycohydrolase; P18177; TcdB glycohydrolase enzymatic assay, plate reader; inhibition, % at 9.99 µM; 350,000 tested, 0.24% active; AID 652162; in the data active = inhibition above about 10%
* = called active by the depositor. Some of the compounds tested (hit frequency here may not be typical).

C[C@@H]1CN([C@@H](C)CO)C(=O)Cc2cc(NC(=O)Nc3ccc(C(F)(F)F)cc3)ccc2O[C@H]1CN(C)Cc1ccc(Cl)c(Cl)c1
  TcdB GH inh: 0.1
Cc1ccc(-c2ccc([C@@H]3[C@H](CO)N4CCCCN(S(=O)(=O)c5ccccc5C)C[C@@H]34)cc2)cc1
  TcdB GH inh: 0.1
COCC(=O)N1CC2(CN(Cc3ccc(OC)cc3)C2)c2c([nH]c3cc(OC)ccc23)[C@@H]1CO
  TcdB GH inh: 1.2
COc1ccc([Si](C)(C)[C@@H]2[C@@H](CCO)O[C@]3(C(=O)N(Cc4ccccc4)c4ccc(N5CCCCC5=O)cc43)[C@H]2C)cc1
  TcdB GH inh: 1.7
CO[C@H]1CN(C)C(=O)c2cc(NC(=O)Nc3cc(F)ccc3F)ccc2OC[C@H](C)N(C)C[C@@H]1C
  TcdB GH inh: 1.0
O=C(C1CCC1)N1CC2(C1)[C@@H](c1ccccc1)[C@@H](CO)N2C(=O)c1cccnc1
  TcdB GH inh: 0.3
O=C(Cc1ccncc1)Nc1ccc2c(c1)[C@@H]1C[C@H](CC(=O)NC3CCCCC3)O[C@H](CO)[C@@H]1O2
  TcdB GH inh: 0.5
C[C@@H]1CCCCO[C@@H](CN(C)C(=O)Nc2ccc3c(c2)OCO3)[C@@H](C)CN([C@H](C)CO)C(=O)c2cc(NC(=O)C3CCCCC3)ccc2O1
  TcdB GH inh: 0.6
CCNC(=O)[C@@H]1[C@@H](CO)[C@@H]2Cn3c(ccc(/C=C/c4ccccc4)c3=O)[C@H]1N2C(=O)C1CCC1
  TcdB GH inh: -1.1
O=C(c1ccccc1F)N1C[C@@H]2[C@H](c3ccccc31)[C@@H](CO)N2C(=O)c1ccc(F)cc1
  TcdB GH inh: -0.5
COc1ccc(S(=O)(=O)N(C)C[C@H]2OCCCC[C@@H](C)Oc3ccc(NC(=O)Nc4ccc5c(c4)OCO5)cc3C(=O)N([C@@H](C)CO)C[C@H]2C)cc1
  TcdB GH inh: 0.6
COc1ccc2c3c([nH]c2c1)[C@H](CO)N(C(=O)C1CCCCC1)CC31CCN(Cc2nccs2)CC1
  TcdB GH inh: 0.1
C[C@H]1CN([C@@H](C)CO)C(=O)c2cccc(NC(=O)c3ccc(-c4nccs4)cc3)c2O[C@H]1CN(C)S(=O)(=O)c1cn(C)cn1
  TcdB GH inh: -5.9
C[C@H]1CN([C@@H](C)CO)C(=O)Cc2cc(NS(=O)(=O)c3cn(C)cn3)ccc2O[C@H]1CN(C)C
  TcdB GH inh: 0.1
CS(=O)(=O)Nc1ccc2c(c1)[C@H]1C[C@@H](CC(=O)NC3CCCC3)O[C@H](CO)[C@H]1O2
  TcdB GH inh: 0.2
C[C@@H]1CN([C@@H](C)CO)C(=O)c2cc(NC(=O)Cn3cnnn3)ccc2O[C@@H]1CN(C)C(=O)NC1CCCCC1
  TcdB GH inh: 0.1
C=CCNC(=O)[C@@H]1[C@H]2C(=O)O[C@H](c3ccccc3)[C@H](c3ccccc3)N2[C@H](c2ccc(OCCO)cc2)[C@@]12C(=O)Nc1ccc(C#CCNC(N)=O)cc12
  TcdB GH inh: 1.8
C[C@H]1CCCCO[C@H](CN(C)CC2CCCCC2)[C@@H](C)CN([C@@H](C)CO)C(=O)c2cc(NS(=O)(=O)c3ccc(F)cc3)ccc2O1
  TcdB GH inh: 0.5
Cc1ccc(S(=O)(=O)N(C)C[C@@H]2OCCCC[C@H](C)Oc3ccc(NC(=O)CCC(F)(F)F)cc3C(=O)N([C@@H](C)CO)C[C@H]2C)cc1
  TcdB GH inh: 1.5
C[C@H]1CN([C@@H](C)CO)C(=O)Cc2cc(NS(=O)(=O)c3ccc(Cl)cc3)ccc2O[C@@H]1CN(C)S(=O)(=O)c1cccs1
  TcdB GH inh: 0.0
O=C(O)C[C@@H]1C[C@H]2c3cc(NC(=O)Nc4ccc(F)cc4)ccc3O[C@H]2[C@@H](CO)O1
  TcdB GH inh: -0.2
COCC#Cc1ccc([C@@H]2[C@H]3CN(C(=O)C4CCCCC4)CC(=O)N3[C@H]2CO)cc1
  TcdB GH inh: -0.4
CC(C)CC#Cc1ccc([C@@H]2[C@H](CO)N3C(=O)CN(C(=O)NC4CCCC4)C[C@@H]23)cc1
  TcdB GH inh: 0.1
C[C@H]1CN([C@@H](C)CO)C(=O)c2cccc(NC(=O)Nc3ccccc3)c2O[C@@H]1CN(C)C(=O)Nc1ccc(C(F)(F)F)cc1
  TcdB GH inh: 1.3
CC(=O)NC[C@H]1[C@H](c2ccc(-c3cccnc3)cc2)[C@H](CO)N1C(=O)C1CC1
  TcdB GH inh: -0.7

COc1ccccc1-c1cnc2c(c1)C(=O)N([C@H](C)CO)C[C@@H](C)[C@H](CN(C)Cc1cccc(F)c1)O2
  TcdB GH inh: 1.8
O=C(CC1CC1)N1CC2(C1)[C@H](c1ccccc1)[C@@H](CO)N2Cc1ccccc1
  TcdB GH inh: 0.8
O=C(c1cccnc1)N1CC[C@@H]2[C@@H](CO)Nc3ccc(C4=CCCCC4)cc3[C@@H]21
  TcdB GH inh: 0.4
O=C(NCC[C@H]1CC[C@@H](NC(=O)c2ccncc2)[C@@H](CO)O1)Nc1ccc(Cl)cc1
  TcdB GH inh: 0.3
CN(C)C(=O)C[C@@H]1C[C@@H]2c3cc(NS(C)(=O)=O)ccc3O[C@@H]2[C@@H](CO)O1
  TcdB GH inh: -0.2
COc1ccccc1-c1cnc2c(c1)C(=O)N([C@@H](C)CO)C[C@H](C)[C@@H](CN(C)C(=O)CN(C)C)O2
  TcdB GH inh: 0.4
C[C@H]1CN([C@@H](C)CO)C(=O)c2cc(NS(=O)(=O)c3ccc(Cl)cc3)ccc2O[C@@H]1CN(C)Cc1ccncc1
  TcdB GH inh: -0.2
CCCNC(=O)N(C)C[C@H]1Oc2ncc(Br)cc2C(=O)N([C@H](C)CO)C[C@@H]1C
  TcdB GH inh: 0.9
COc1ccc2c3c(n(C)c2c1)[C@H](CO)N(C(=O)C1CCCC1)CC31CN(C)C1
  TcdB GH inh: 0.0
CCCN(C)C[C@H]1Oc2ncc(-c3cccc(C#N)c3)cc2C(=O)N([C@@H](C)CO)C[C@@H]1C
  TcdB GH inh: 0.0
O=C(Nc1ccc(F)cc1)N[C@@H]1CC[C@H](CCn2cc(-c3ccccc3F)nn2)O[C@H]1CO
  TcdB GH inh: -1.1
COc1ccc(-c2ccc3c(c2)O[C@@H](CN(C)C(=O)c2ccccc2F)[C@H](C)CN([C@H](C)CO)S3(=O)=O)cc1
  TcdB GH inh: 0.2
COc1ccccc1CNC(=O)C[C@H]1CC[C@H](NC(C)=O)[C@@H](CO)O1
  TcdB GH inh: -8.6
CCCN1C[C@@H](C)[C@@H](OC)CN(C)C(=O)c2cc(NC(=O)c3cccc(F)c3)ccc2OC[C@@H]1C
  TcdB GH inh: -0.5
CCC(=O)N[C@@H]1CC[C@H](CC(=O)NCc2ccc(OC)cc2)O[C@@H]1CO
  TcdB GH inh: -0.1
CC(C)NC(=O)N(C)C[C@@H]1OCCCC[C@H](C)Oc2ccc(NC(=O)CCC(F)(F)F)cc2C(=O)N([C@@H](C)CO)C[C@@H]1C
  TcdB GH inh: 2.3
C[C@H](CO)N1C[C@H](C)[C@@H](CN(C)C(=O)C2CC2)Oc2cc(-c3ccccc3F)ccc2S1(=O)=O
  TcdB GH inh: 1.9
CN1c2ccc(-c3ccccc3)cc2[C@H]2[C@H](CCN2C(=O)c2ccccc2)[C@@H]1CO
  TcdB GH inh: -4.5
C[C@@H]1CN([C@H](C)CO)C(=O)c2cc(NS(=O)(=O)c3ccccc3)ccc2O[C@@H](C)CCCCO[C@H]1CN(C)Cc1ccc(C(F)(F)F)cc1
  TcdB GH inh: -0.5
N#C[C@@H]1[C@@H](c2ccccc2-c2cccc(F)c2)[C@@H](CO)N1C(=O)C1CC1
  TcdB GH inh: 1.4
CCCNC(=O)[C@@H]1[C@@H](CO)[C@@H]2Cn3c(cccc3=O)[C@H]1N2CCC(F)(F)F
  TcdB GH inh: -2.2
CC(C)NC(=O)Nc1ccc2c(c1)C(=O)N([C@@H](C)CO)C[C@H](C)[C@@H](CN(C)S(=O)(=O)c1cn(C)cn1)OCCCC[C@H](C)O2
  TcdB GH inh: -0.4
C[C@H](CO)N1C[C@H](C)[C@@H](CN(C)CC2CCCCC2)Oc2ccc(NC(=O)CCCN(C)C)cc2CC1=O
  TcdB GH inh: 4.1
CO[C@H]1CN(C)C(=O)c2ccc(NC(=O)c3ccc(F)cc3)cc2OC[C@@H](C)N(C(=O)c2ccc(F)cc2)C[C@H]1C
  TcdB GH inh: -3.2
C[C@@H]1CCCCO[C@@H](CN(C)C)[C@H](C)CN([C@@H](C)CO)C(=O)c2cc(NC(=O)Nc3cccc4ccccc34)ccc2O1
  TcdB GH inh: 1.0

In a second layout: entries from further up
canonical_smiles	TcdB GH inh
O=C(NCC[C@H]1CC[C@@H](NC(=O)c2ccncc2)[C@@H](CO)O1)Nc1ccc(Cl)cc1	0.3
C[C@H]1CN([C@@H](C)CO)C(=O)c2cccc(NC(=O)c3ccc(-c4nccs4)cc3)c2O[C@H]1CN(C)S(=O)(=O)c1cn(C)cn1	-5.9

More entries:
COCC(=O)N(C)C[C@H]1Oc2ncc(C#Cc3ccc(F)cc3)cc2C(=O)N([C@H](C)CO)C[C@@H]1C
  TcdB GH inh: -0.1
C[C@@H]1CN([C@@H](C)CO)C(=O)c2cc(C3=CCCCC3)cnc2O[C@@H]1CN(C)C(=O)CN1CCOCC1
  TcdB GH inh: -0.3
COc1ccc(S(=O)(=O)N(C)C[C@H]2Oc3ccc(NC(=O)Nc4ccccc4)cc3CC(=O)N([C@@H](C)CO)C[C@H]2C)cc1
  TcdB GH inh: -0.7
O=C1C[C@@](C(=O)NCC(F)(F)F)(c2ccc([N+](=O)[O-])cc2)[C@@H](c2ccc(CO)cc2I)N1C1CCCCC1
  TcdB GH inh: 0.4
O=C(Nc1ccccc1)[C@H]1[C@H](CO)[C@H]2Cn3c(cccc3=O)[C@H]2N1C(=O)C1CCCC1
  TcdB GH inh: -0.2
CCCC#Cc1ccc([C@@H]2[C@@H](CO)N3C(=O)CN(C(=O)Nc4ccccc4F)C[C@@H]23)cc1
  TcdB GH inh: -0.3
CCC(=O)N(C)C[C@H]1Oc2ncc(C#CCc3ccccc3)cc2C(=O)N([C@H](C)CO)C[C@H]1C
  TcdB GH inh: 0.3
COc1cccc(C(=O)Nc2ccc3c(c2)C(=O)N(C)[C@H]2CC[C@@H](CC(=O)NCC4CC4)O[C@@H]2CO3)c1
  TcdB GH inh: 0.5
COc1ccc(NC(=O)N(C)C[C@H]2Oc3ccc(NC(=O)Nc4ccc(F)cc4)cc3CC(=O)N([C@@H](C)CO)C[C@@H]2C)cc1
  TcdB GH inh: -0.2
O=C(C[C@H]1CC[C@@H]2[C@H](COC[C@H](O)CN2C(=O)C2CCCC2)O1)NCc1ccncc1
  TcdB GH inh: -11.0
Cc1noc(C)c1NC(=O)N(C)C[C@H]1Oc2c(NC(=O)c3nc4ccccc4s3)cccc2C(=O)N([C@@H](C)CO)C[C@@H]1C
  TcdB GH inh: -0.2
CC(C)C#Cc1ccc([C@H]2[C@@H](C#N)N(C(=O)C3CCC3)[C@@H]2CO)cc1
  TcdB GH inh: 0.3
CCC(=O)Nc1ccc2c(c1)OC[C@H](C)N(Cc1ccncc1)C[C@@H](C)[C@@H](OC)CN(C)C2=O
  TcdB GH inh: -13.0
O=C(C[C@@H]1C=C[C@@H](NC(=O)c2ccc(F)cc2)[C@H](CO)O1)NCc1ccncn1
  TcdB GH inh: -0.7
CC(C)NC(=O)Nc1ccc2c(c1)CC(=O)N([C@H](C)CO)C[C@@H](C)[C@H](CN(C)S(=O)(=O)c1cccs1)O2
  TcdB GH inh: -2.4
C[C@H](CO)N1C[C@H](C)[C@@H](CN(C)C(=O)Nc2ccc(F)cc2)OCc2ccccc2-c2c(n(C)c3ccccc23)C1=O
  TcdB GH inh: -0.3
O=C1CN(Cc2ccc(F)cc2)C[C@H]2[C@H](c3ccc(-c4ccccc4F)cc3)[C@@H](CO)N12
  TcdB GH inh: 0.7
CC(=O)N(C)C[C@@H]1Oc2cc(C#CC(C)(C)O)ccc2S(=O)(=O)N([C@@H](C)CO)C[C@@H]1C
  TcdB GH inh: 0.4
COc1ccc(NC(=O)N(C)C[C@@H]2Oc3ncc(-c4cccnc4)cc3C(=O)N([C@@H](C)CO)C[C@@H]2C)cc1
  TcdB GH inh: 0.0

Exported as comma-separated lines: entries from further up
smiles,TcdB GH inh
O=C(NCC[C@H]1CC[C@@H](NC(=O)c2ccncc2)[C@@H](CO)O1)Nc1ccc(Cl)cc1,0.3
CN(C)C(=O)C[C@@H]1C[C@@H]2c3cc(NS(C)(=O)=O)ccc3O[C@@H]2[C@@H](CO)O1,-0.2
COc1ccccc1-c1cnc2c(c1)C(=O)N([C@@H](C)CO)C[C@H](C)[C@@H](CN(C)C(=O)CN(C)C)O2,0.4
C[C@H]1CN([C@@H](C)CO)C(=O)c2cc(NS(=O)(=O)c3ccc(Cl)cc3)ccc2O[C@@H]1CN(C)Cc1ccncc1,-0.2
CCCNC(=O)N(C)C[C@H]1Oc2ncc(Br)cc2C(=O)N([C@H](C)CO)C[C@@H]1C,0.9
COc1ccc2c3c(n(C)c2c1)[C@H](CO)N(C(=O)C1CCCC1)CC31CN(C)C1,0.0
CCCN(C)C[C@H]1Oc2ncc(-c3cccc(C#N)c3)cc2C(=O)N([C@@H](C)CO)C[C@@H]1C,0.0
